Source: PubChem
PMI inhibition: human PMI inhibitors, high substrate, primary screen, biochemical, fluorescence intensity, high mannose 6-phosphate (AID 1220). recombinant PMI enzyme, coupled fluorescence intensity; higher % means a stronger effect. one-dose inhibition, % at 20 µM; IC50 in µM for titrated hits. Mannose-6-phosphate isomerase (Homo sapiens). hit rate 0.66% among 190,000
bCat nuc transl: modulators of beta-catenin nuclear translocation, primary screen, imaging, HeLa cells, immunofluorescence, high-content; AID 1665, 2009; hit rate 0.3% among 190,000; nuclear translocation activity, % at 5 µM;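 active = nuclear translocation activity above 50% at 5 µM, with a well cell count of 50 or more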;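 note: per-cell ratio of nuclear to cytoplasmic median beta-catenin stain intensity; plate controls were DMSO negative control for no effect and GSK-3 inhibitor IX positive control for full effect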
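System: Human HeLa cells, endogenous beta-catenin | Compound dosing: 5 µM primary, 0.02–20 µM confirmation | Timing: 24 h compound exposure at 37°C, 5% CO2 | Measured by: Fluorescence imaging of beta-catenin antibody stain plus DAPI | Read-out basis: % activation of per-cell nuclear versus cytoplasmic median beta-catenin signal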
T cell HTS: modulators of CD8 T cell-vesicle binding, primary screen, mouse 2C CD8+ T cells, flow cytometry; calls only at 7 µM; hit rate 0.068% among 330,000; 2C CD8+ T cell-vesicle binding; active compounds read low;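 active = response, share of CD8 T cells binding vesicles, and their 90th percentile fluorescence all below set limits, cut at about 80% in these data, passing the limit was not always enough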
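System: murine 2C transgenic CD8+ T lymphocytes; also added: QL9-loaded Drosophila micro-vesicles; times: binding 1.5 h at 37 °C; measured by: flow cytometry, PE anti-B7-1 (FL2) versus Alexa647 anti-CD8 (FL8), PFA-fixed; control set: Peptide-free naked vesicles (low) and QL9 vesicles with 0.7% DMSO vehicle (high)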
PMI inhibitors: inhibitors of human PMI, primary screen, biochemical, fluorescence intensity, coupled assay (AID 1209); Mannose-6-phosphate isomerase (Homo sapiens); hit rate 0.42% among 190,000; purified PMI enzyme, coupled fluorescence intensity; higher % means a stronger effect; one-dose inhibition, % at 20 µM; IC50 in µM for titrated hits;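 note: plate controls were DMSO vehicle for no effect and wells lacking substrate for full effect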
Hep lipid drop: inhibitors of hepatocyte lipid droplet formation, primary screen, imaging, high-throughput imaging, BODIPY stain; AML12 mouse hepatocytes, oleate lipid droplets; inhibition, % at 6.5 µM; hit rate 0.4% among 240,000; AID 1656, 2009;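 active = lipid droplet intensity inhibited by at least 50%, with more than 500 cells counted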
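Assay system: AML12 hepatocytes (mouse) / Also added: 100 µM oleic acid challenge / Times: overnight treatment with compound plus oleate / Detection: high-content imaging of BODIPY-stained droplets and DAPI nuclei / Evaluation: % inhibition of lipid droplet signal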
Autophagy HCS: autophagy modulators in MEF cells, primary screen, imaging, high-content, MEF GFP-LC3. hit rate 0.98% among 190,000. MEF GFP-LC3 puncta imaging; test concentration mostly 10 µM. calls only at 10 µM (by protocol);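 active = percentage of spot-positive cells more than 3 SD above its plate mean, without a fluorescence outlier flag or 80% toxicity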;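 note: spot-positive cell cutoff set from DMSO-treated cells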
MT stabilize HCS: microtubule stabilizers in HeLa cells, primary screen, imaging, high-content imaging; HeLa tubulin immunostaining HCS, 24 h; share of cells brighter than vehicle mean+2SD; % tubulin-high responders, % at 10 µM; hit rate 0.83% among 200,000; AID 2205, 2009;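 active = plate Z-score above 3 for both tubulin-high and condensed-nucleus cell shares, with cell loss under 80%, at 10 µM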;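 note: anti alpha tubulin signal scored within the nucleus-defined area of each cell; some results filed as inactive read as strong as hits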
TNAP activators: human TNAP enzyme activators, primary screen, biochemical, luminescent, no phosphate acceptor, uHTS (AID 1001); Alkaline phosphatase, tissue-nonspecific isozyme (Homo sapiens); purified TNAP, luminescent activation assay, no phosphate acceptor; higher activation fold means a stronger effect; activation fold at 20 µM, or EC50 in µM where a hit was titrated; hit rate 0.03% among 200,000; in the data active = activation fold from about 3, or a potency from the dose series; inactive = the rest, 99 in 100 with activation fold below about 1.6; note: many of its hits are not listed in these tables
Ins promoter up: insulin promoter activators in MIN6 cells, imaging, high-content screening, mouse beta cells; MIN6 insulin promoter-GFP reporter; active compounds read high; z-score at 5 µM; hit rate 0.3% among 190,000; AID 1625, 2009;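 active = z-score above 3 at 5 µM with at least 500 cells counted in the well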
Ins promoter up cell count: further read-out of Ins promoter up, marked with its call; cell count; measured here: cytotoxicity, nuclei count;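 total cells summed across four imaged fields per well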
Hep lipid drop cells 6.5 µM: second read-out of Hep lipid drop, no call of its own (marks repeat the call); cell count; measured here: cell count, cytotoxicity flag;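 cells counted across two imaged fields per well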
bCat nuc transl cell count 5 µM: recorded beside bCat nuc transl, whose call it bears; cell count; measured here: cell count, cytotoxicity flag
T cell HTS vesicle-bound %: further read-out of T cell HTS, marked with its call; double positive events, %; measured here: CD8+ vesicle-bound cell fraction;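 binding gate set so that unloaded-vesicle control wells show 10% double positive cells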
MT stabilize HCS Hoechst-high %: also measured in MT stabilize HCS; calls as there; % Hoechst-high responders; measured here: nuclear condensation Hoechst responders;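 share of cells brighter than vehicle mean plus two SD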
MT stabilize HCS cytotoxicity %: second read-out of MT stabilize HCS, no call of its own (marks repeat the call); toxicity, %; measured here: cytotoxicity by cell density;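 0% = mean cell density of plate MIN control wells and 100% = no cells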
Autophagy HCS cell loss 18 h: also measured in Autophagy HCS; calls as there; toxicity, %; measured here: cell loss, nuclei count;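 cell loss after 18 h compound exposure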
* marks the source's active call; other numbers are inactive results; i = inactive; . = no result given. Cut-off read from the data, not from the text of the source, unless noted: active = inhibition above about 50%; inactive = the rest.

SMILES | PMI inhibition | bCat nuc transl | bCat nuc transl cell count 5 µM | T cell HTS | T cell HTS vesicle-bound % | PMI inhibitors | Hep lipid drop | Hep lipid drop cells 6.5 µM | Autophagy HCS | Autophagy HCS cell loss 18 h | MT stabilize HCS | MT stabilize HCS Hoechst-high % | MT stabilize HCS cytotoxicity % | TNAP activators | Ins promoter up | Ins promoter up cell count
COc1cc(C(=O)N(Cc2ccc(N(C)C)cc2)C2CCS(=O)(=O)C2)cc(OC)c1OC (stereo not given) | 5% | -2.7 | 1199 | i | 48 | 1% | . | . | i | 2 | 4.6 | 4.4 | 4.4 | 1.1 | 0.11 | 986
CN(Cc1ccccc1)S(=O)(=O)c1ccc(Cl)c(C(=O)O)c1 | -7% | 0.1 | 1091 | i | 13 | -16% | 3 | 695 | i | -17 | 2.2 | 2.6 | 6.6 | 1.1 | . | .
C/C(=N\NC(=O)CC1N=C(Cc2ccccc2)NNC1=O)c1ccncc1 (stereo not given) | . | -2.6 | 1254 | i | 28 | . | 2 | 768 | . | . | . | . | . | . | -0.13 | 1454
C/C(=N\N=C(N)N)c1cccc([N+](=O)[O-])c1 | -9% | 0.2 | 1083 | i | 36 | 2% | 0 | 665 | i | 4 | 2.1 | 2.6 | 11 | 1 | 0.42 | 1465
CC(=O)N(c1nc(CCl)cs1)c1cccc(C)c1C | 3% | -3.8 | 1113 | i | 33 | -6% | 16 | 677 | i | -15 | 3.4 | 2.2 | 9.0 | 1.1 | -1.9 | 1544
CCOC(=O)Nc1ccc(C(=O)/C=C/c2ccccc2)cc1 | . | -0.1 | 1356 | i | 48 | . | -25 | 664 | . | . | . | . | . | . | 0.19 | 1085
Cc1ccc2nsnc2c1S(=O)(=O)N(CCO)Cc1cc2cc3c(cc2[nH]c1=O)OCCO3 | 5% | -4.2 | 935 | i | 18 | -4% | . | . | i | 9 | 2.6 | 3.0 | 4.9 | 0.9 | 0.19 | 1151
S=c1[nH]nc2nnc3ccccc3n12 | . | 0.7 | 1376 | i | 44 | . | 2 | 747 | . | . | . | . | . | . | -0.72 | 1156
CCN(CC)c1ccc(C=Nc2ccccc2)c(O)c1 | 62%* | 0.1 | 1097 | i | 54 | 40% | -14 | 669 | i | -19 | 4.1 | 1.7 | 4.4 | 0.9 | . | .
O=C1C(=Cc2ccc(Br)o2)C(=O)c2ccccc21 | 8% | -2.1 | 1045 | i | 30 | -25% | 2 | 535 | i | 22 | 1.9 | 1.4 | 3.2 | 0.9 | 0.49 | 1481
COc1ccc(C2=NN(C(C#N)c3ccc(OC)cc3)C(c3ccccc3)C2)cc1 (stereo not given) | -15% | -0.5 | 1082 | i | 27 | -1% | 16 | 653 | i | -4 | 15 | 18 | 18 | 1.1 | -0.62 | 1365
CC1(C)Cc2ccccc2C(C(Cc2ccccc2)C(N)=O)=N1 (stereo not given) | 6% | 0.0 | 1003 | i | 20 | 7% | -7 | 753 | i | 26 | 6.9 | 2.3 | 2.9 | 1 | . | .
Cc1cc(C)n(CC(O)COc2c(C)cccc2C)n1 (stereo not given) | 4% | 0.8 | 1472 | i | 47 | -3% | -5 | 701 | i | 16 | 5.3 | 1.1 | 3.7 | 1.1 | 0.54 | 1324
COc1ccccc1NC(=O)CSc1ccc2nnc(-c3cccnc3)n2n1 | 9% | 0.3 | 965 | i | 41 | 7% | -16 | 730 | i | -1 | 8.4 | 1.6 | 8.7 | 1.1 | 0.6 | 982
CC1(C)CC[C@]2(C(=O)O)CC[C@]3(C)C(=CC[C@@H]4[C@@]5(C)CC[C@H](O)C(C)(C)[C@@H]5CC[C@]43C)[C@@H]2C1 | . | -1.9 | 1208 | i | 66 | . | -3 | 740 | . | . | . | . | . | . | -0.06 | 1060

The last two compounds of the section before lead into the next:
SMILES | PMI inhibition | bCat nuc transl | bCat nuc transl cell count 5 µM | T cell HTS | T cell HTS vesicle-bound % | PMI inhibitors | Hep lipid drop | Hep lipid drop cells 6.5 µM | Autophagy HCS | Autophagy HCS cell loss 18 h | MT stabilize HCS | MT stabilize HCS Hoechst-high % | MT stabilize HCS cytotoxicity % | TNAP activators | Ins promoter up | Ins promoter up cell count
COc1ccccc1NC(=O)CSc1ccc2nnc(-c3cccnc3)n2n1 | 9% | 0.3 | 965 | i | 41 | 7% | -16 | 730 | i | -1 | 8.4 | 1.6 | 8.7 | 1.1 | 0.6 | 982
CC1(C)CC[C@]2(C(=O)O)CC[C@]3(C)C(=CC[C@@H]4[C@@]5(C)CC[C@H](O)C(C)(C)[C@@H]5CC[C@]43C)[C@@H]2C1 | . | -1.9 | 1208 | i | 66 | . | -3 | 740 | . | . | . | . | . | . | -0.06 | 1060
CCOc1cc(C(=O)OCC(=O)c2cc(C)n(CC3CCCO3)c2C)ccc1OCC(=O)N1CCOCC1 (stereo not given) | 12% | -1.0 | 1104 | i | 44 | 13% | -1 | 717 | i | -7 | 1.6 | 3.1 | 6.7 | 1.1 | 0.73 | 1255
COc1ccc(CCN(C)C(=O)CSc2ncnc3sccc23)cc1OC | -6% | -1.8 | 1076 | i | 54 | -7% | -23 | 714 | i | 7 | 1.5 | 1.9 | 4.6 | 1.2 | -0.1 | 1396
CCN(CC)S(=O)(=O)c1cccc2c(N(C)C)cccc12 | 33% | -2.2 | 1350 | i | 10 | -2% | . | . | i | 13 | 4.7 | 2.8 | 7.2 | 1.2 | -0.68 | 1471
CC(CCc1ccccc1)NC(=O)COC(=O)c1ccccc1O (stereo not given) | 9% | -0.4 | 1142 | i | 34 | 2% | -2 | 687 | i | 7 | 2.5 | 2.5 | 2.6 | 1 | 1.6 | 1116
O=C(N[C@@H](Cc1ccc(O)cc1)C(=O)O)C(c1ccccc1)c1ccccc1 | -3% | -3.7 | 1101 | . | . | 5% | -4 | 741 | i | -1 | 4.3 | 1.5 | 8.3 | 1.1 | 0.27 | 1393
Cc1cc(=S)cc(C)n1CCCO | -97% | 0.5 | 1397 | i | 14 | -36% | . | . | i | 2 | 4.2 | 4.0 | 5.9 | 1 | 0.44 | 1488
COc1cccc(/C=N/NC(=O)c2c(-c3ccccc3)noc2C)c1 | 11% | 0.2 | 1299 | i | 19 | 16% | . | . | i | 4 | 2.7 | 2.0 | 9.9 | 1.1 | -0.11 | 1641
O=C(NCc1ccc2c(c1)OCO2)C(=O)NCC1CCCO1 (stereo not given) | 8% | -0.1 | 1049 | i | 56 | 0% | 19 | 776 | i | 17 | 1.4 | 1.6 | 8.4 | 1.1 | -0.88 | 1340
Cc1cccc(-n2c(SCC(=O)Nc3cccc(S(=O)(=O)NC4=NCCCCC4)c3)nc3ccccc3c2=O)c1C | 4% | -0.4 | 937 | i | 0 | 0% | 4 | 614 | i | 1 | 4.5 | 2.4 | 2.0 | 1.2 | 0.04 | 1166
Cc1cc(C(=O)CN2C(=O)NC3(CCCc4ccccc43)C2=O)c(C)n1Cc1cccs1 (stereo not given) | 14% | -2.4 | 1182 | i | 32 | 12% | . | . | i | 11 | 3.1 | 1.2 | 6.2 | 1.1 | 0.3 | 1025
O=C(Cc1ccc(Br)cc1)N1CCCCCC1 | -1% | . | . | i | 10 | 3% | -15 | 711 | i | 3 | 6.2 | 0.0 | 74 | 1.1 | -0.71 | 1280
CCC(=O)Nc1sc2c(c1C(=O)N(C)C)CCCCC2 | -2% | -1.7 | 1202 | i | 28 | -3% | -10 | 636 | i | 1 | 3.9 | 2.7 | 5.6 | 1.1 | 0.54 | 1261
Cc1ccc(F)c(NC(=O)C2CCCCC2C(=O)O)c1 (stereo not given) | 1% | -3.1 | 973 | i | 16 | 1% | . | . | i | -31 | 3.3 | 2.4 | 4.7 | 1.1 | 0.84 | 1317
COc1ccc(C2C3=C(CC(C)(C)CC3=O)Oc3ncn(Cc4ccccc4)c(=N)c32)cc1 (stereo not given) | -3% | . | . | i | 43 | -10% | . | . | i | -7 | 1.7 | 1.2 | 6.9 | 1 | -1.1 | 1010
Cc1c(NC(=S)NC(=O)C(C)(C)C)cccc1[N+](=O)[O-] | -10% | -1.0 | 1157 | i | 3 | 18% | 13 | 591 | i | 15 | 4.5 | 1.3 | 9.6 | 1 | 0.13 | 1487
CCO[C@H]1OC(C(=O)NCc2nc3ccccc3[nH]2)=C[C@@H](C2CCCCC2)[C@@H]1CCCO | 5% | -3.5 | 1136 | i | 56 | 10% | -5 | 711 | i | -14 | 3.3 | 1.3 | 12 | 1.2 | -0.73 | 1476
Cc1ccc(Nc2ccc(NCc3ccccc3)nn2)cc1C | 11% | 0.9 | 530 | i | 39 | 11% | -10 | 752 | i | 5 | 2.6 | 3.8 | 12 | 1.1 | -0.14 | 1136
COc1cc(C=O)ccc1OCCOc1ccccc1[N+](=O)[O-] | 3% | 2.0 | 465 | i | 42 | -1% | -9 | 674 | i | 10 | 2.0 | 2.4 | 2.3 | 1.1 | -0.05 | 1331
Cc1ccc(N2CCN(C(=O)N3CCOCC3)CC2)cc1C | . | 1.4 | 1495 | i | 7 | . | 4 | 663 | i | 8 | 2.8 | 1.2 | 0.3 | 1.1 | 0.7 | 1653
Cc1nc2sc(C(c3ccc(Cl)cc3)N3CCN(CCO)CC3)c(O)n2n1 (stereo not given) | . | -0.3 | 1216 | i | 12 | . | -5 | 636 | . | . | . | . | . | . | -0.24 | 643
Cc1ccc(N2C(=O)Nc3cc(Cl)c(Cl)cc3N2O)cc1Cl | -2% | 0.7 | 1144 | i | 43 | -11% | 7 | 692 | i | -6 | 3.0 | 1.6 | 0.5 | 1.1 | -0.3 | 1251
Cc1ccc(S(=O)(=O)N2CCC(=O)N(CCOC(=O)Nc3ccccc3C)CC2)cc1 | 12% | . | . | . | . | -6% | -3 | 701 | i | -19 | 2.3 | 2.8 | 7.3 | 1.1 | 0.79 | 1324
